# High-throughput results deposited in PubChem by National Center for Advancing Translational Sciences (NCATS).
# Coupling enz: counter-screen for Giardia aldolase inhibitors: coupling enzyme system; coupling enzyme system counterscreen, AmpLite Red fluorescence; activity change, negative = inhibition, % at 58.2 µM, hits read low; hit rate 0.67% among 290,000; AID 2472; in the data active = activity change below about -30%; note: % is set by controls: 0 for no effect and ±100 for the full control effect
#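 Counterscreen lacking aldolase: glyceraldehyde-3-phosphate coupling-enzyme reagent preincubated 10 min at RT with compound (at 57.5 uM final), then substrate/coupling system with AmpLite Red added; fluorescence read at 525/598 nm after 20 min RT.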
# TCR activator: activates T cell receptor signaling; primary human leukocytes, anti-CD3, IL-2 HTRF, 48 h; Potency, µM (titrated, usually from 9.22 µM), without a hit: at the highest dose activation of IL-2 secretion, hits mostly activators; 330,000 tested, under 10 active; note: % of control where 0% means no effect
#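 IL-2 release read by HTRF sandwich (Eu cryptate donor, d2 acceptor, 665 nm emission) after 48 hr exposure of primary human leukocytes to compound together with anti-CD3 beads in the absence of co-stimulatory signals.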
# A-T KAP1 phos: candidate therapy for ataxia-telangiectasia | […] A-T fibroblasts, KAP-1 phosphorylation AlphaLISA; neocarzinostatin DNA damage 30 min before lysis | Potency, µM (doses to about 57.5 µM), without a hit: at the highest dose activation, actives largely listed as activators | hit rate 0.19% among 320,000 | AID 485349; note: potency is the fitted concentration of half-maximal effect; % of control where 0% means no effect; nearly all actives have a fitted effect of over 45% in size
#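 ATM-like activity read as KAP-1 phosphorylation via AlphaLISA donor/acceptor antibody pairs after lysis and 6 hr at 25C. Cells were ATM-null patient fibroblasts ([…], hTERT), dosed 60 min, then exposed to the DSB inducer NCS for 30 min.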
# Giardia killer: kills Giardia lamblia. Giardia lamblia trophozoite viability. activity change, % at 7.66 µM, hits read low. hit rate 0.15% among 340,000. AID 540267; in the data active = activity change below about -80%; inconclusive = between about -30% and that limit;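 note: parasites exposed to compound for two days anaerobically before the ATP read; % is set by controls: 0 for no effect and ±100 for the full control effect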
#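 Anaerobic 48 hrs incubation at 37 deg C of 100 trophozoites/well with test compounds; ATPLite 1-Step luminescence, 15-30 min RT, reports cellular ATP as viability.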
# TSHR antagonist: human thyrotropin receptor antagonism; activity change, negative = inhibition, % at 11.5 µM; hit rate 0.2% among 330,000; P16473; TSHR-expressing cells, TSH-stimulated cAMP HTRF, 2 h; stronger effect = lower value;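 active = activity change below a set negative limit, meaning inhibition stronger than a set level, cut at about -70% in these data; inconclusive = activity change between two set negative limits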; note: % is set by controls: 0 for no effect and ±100 for the full control effect
#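 TSHR-expressing cells, 200/well, pre-treated with compound, then stimulated with EC80 TSH (4nM final) for 2 hours at 37 deg C. cAMP measured by competitive HTRF: anti-cAMP cryptate antibody in lysis buffer plus cAMP-d2, read after 30 minutes at room temperature.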
# MLL CXXC-DNA inh: blocks binding of human MLL CXXC domain to DNA | Q03164 | MLL-CXXC / FITC-HOXA9 DNA fluorescence polarization | Potency, µM (titrated, usually from 115 µM), without a hit: at the top dose activity change, negative = inhibition, usual class: inhibitors | hit rate 0.037% among 290,000; active = well fitted inhibition curve with a large enough effect in the polarisation, with a control signal flat, not every such curve was filed as active; inconclusive = small, poorly fitted or top-dose-only effect, or effect the other way, or a change in a side signal; inactive = no such curve, though single readings can be large or run the other way; the % refers to the polarisation; note: potency is the fitted concentration of half-maximal effect
#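 Fluorescence polarization: 7 uM MLL-CXXC (stock) preincubated 5 min with compounds, then 50 nM fluorescein-HOX-A9 DNA (stock) added; 30 min ambient. Buffer 50 mM Tris-HCl pH 7.5, 50 mM NaCl, 1 mM DTT, 0.05% BSA.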
# Tb PFK block: inhibitors of T. brucei phosphofructokinase; O15648; T. brucei PFK, ADP-Glo luminescence; Potency, µM (series often up to 57.5 µM), for the others: top-dose activity, negative = inhibition, most hits filed as inhibitors; hit rate 0.17% among 330,000;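 note: potency is the fitted concentration of half-maximal effect; 0% = uninhibited 1x PFK enzyme wells and -100% = no-enzyme wells; nearly all actives have a fitted effect of over 60% in size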
# Target sequence (O15648 whole entry, looked up): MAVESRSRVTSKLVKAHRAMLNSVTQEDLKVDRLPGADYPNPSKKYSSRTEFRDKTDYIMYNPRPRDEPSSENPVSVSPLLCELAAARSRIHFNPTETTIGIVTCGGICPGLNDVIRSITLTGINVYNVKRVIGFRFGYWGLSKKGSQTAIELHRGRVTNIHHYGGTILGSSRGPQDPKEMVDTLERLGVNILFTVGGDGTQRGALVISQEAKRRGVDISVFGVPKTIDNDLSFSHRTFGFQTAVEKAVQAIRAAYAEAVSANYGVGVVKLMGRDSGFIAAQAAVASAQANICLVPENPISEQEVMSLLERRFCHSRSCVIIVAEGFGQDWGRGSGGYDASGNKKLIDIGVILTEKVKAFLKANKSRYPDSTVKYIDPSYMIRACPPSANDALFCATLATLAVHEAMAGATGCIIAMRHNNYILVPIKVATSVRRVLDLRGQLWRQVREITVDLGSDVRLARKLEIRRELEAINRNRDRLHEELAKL
#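 Compounds were pin-transferred as a titration series up to 57 uM into substrate buffer (0.5 mM F6P, 0.1 mM ATP, pH 8.0), then 1.25 nM PFK was added and reactions ran 45 min before ADP-Glo detection.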
# KCNH2 WT inh: inhibitors of human wildtype KCNH2 potassium channel | Q12809 | U2OS, BacMam KCNH2, thallium flux FluxOr; stronger effect = lower value | activity change, % at 1.84 µM | hit rate 0.37% among 340,000;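 active = maximum activity change below -70%; inconclusive = maximum activity change between -70% and -50%; inactive = maximum activity change above -50%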; note: % is set by controls: 0 for no effect and ±100 for the full control effect
#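 U2OS cells transduced with wild-type KCNH2 virus are loaded with FluxOr dye for 45 min, and thallium flux is measured in kinetic reads before and after stimulation buffer. Rate constants are normalized to DMSO controls.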
# GALK inh: blocks human galactokinase activity; P51570; Purified GALK, Kinase-Glo residual ATP luminescence; Potency, µM (doses to about 57.5 µM), inactives show top-dose activity change, negative = inhibition, hits mostly inhibitors; hit rate 0.007% among 270,000; AID 1868; note: potency is the fitted concentration of half-maximal effect; % is set by controls: 0 for no effect and ±100 for the full control effect
# Target sequence (P51570 whole entry, looked up): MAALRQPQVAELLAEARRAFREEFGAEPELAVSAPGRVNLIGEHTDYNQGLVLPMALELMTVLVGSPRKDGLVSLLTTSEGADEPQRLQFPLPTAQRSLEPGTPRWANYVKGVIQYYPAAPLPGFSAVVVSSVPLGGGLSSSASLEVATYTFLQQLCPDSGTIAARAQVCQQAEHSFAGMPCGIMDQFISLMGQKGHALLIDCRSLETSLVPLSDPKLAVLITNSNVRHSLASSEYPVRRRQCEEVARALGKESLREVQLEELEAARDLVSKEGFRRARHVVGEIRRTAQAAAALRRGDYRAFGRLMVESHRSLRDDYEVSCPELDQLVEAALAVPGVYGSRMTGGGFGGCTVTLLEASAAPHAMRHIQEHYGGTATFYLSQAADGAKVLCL
#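 Quantitative HTS: GALK 5 nM, ATP 35 uM, galactose 100 uM, 1 h room temperature, then luciferase-based ATP detection.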
# BCR signal inh: inhibitors of chronic active B-cell receptor signaling; Potency, µM (top dose mostly 46.1 µM), without a hit: top-dose ratio change, negative = lower green/red ratio, hits mostly inhibitors; hit rate 0.05% among 340,000; AID 493014; ABC-DLBCL IkBa-CBG/CBR reporter, luminescence ratio, 4 h; active = well fitted inhibition curve with a large enough effect in the signal ratio, with a control signal flat, not every such curve was filed as active; inconclusive = small, poorly fitted or top-dose-only effect, or effect the other way, or a change in a side signal; the % refers to the signal ratio;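 note: potency is the fitted concentration of half-maximal effect; plate controls were basal doxycycline-induced cells for no effect and cells given 10 µM MG132 for full effect; MG132 reads +100%, hits lower the ratio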
#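 TMD8 ABC-DLBCL cells carrying doxycycline-inducible green luciferase fused to IkappaBalpha plus unfused red luciferase were exposed to compounds (up to 46 uM) for 4 hrs at 37C. Activity came from the overlap-corrected green/red luminescence ratio.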
# Starred values were filed as active, the others as inactive; i = inactive; ? = inconclusive; . = not tested or not shown; [ ] = another dose, or the depositor's remark. Unless noted, calls come from the whole dose curve; as a rule, active = well fitted curve in the direction sought with a large enough effect; inconclusive = small, poorly fitted or top-dose-only effect, or another doubt; inactive = no such curve, though single readings can be large; an effect the other way counts as inactive or inconclusive. No enrichment for hits; 1.6% or so of the library scored in one or more.
structure,Coupling enz,TCR activator,A-T KAP1 phos,Giardia killer,TSHR antagonist,MLL CXXC-DNA inh,Tb PFK block,KCNH2 WT inh,GALK inh,BCR signal inh
Cc1cc(C)n(-c2ccc(C(=O)OC(C)C)cc2)n1,-1,5%,8%,16,41,-5%,-4%,4,4%,?
Cc1cc(C)nc(-n2nc(C)c3c(C(F)(F)F)cc(=O)[nH]c32)n1,-1,2%,-3%,-2,4,0%,-1%,-5,1%,1%
CCCCN(C(=O)C1COc2ccccc2O1)c1c(N)n(CCC)c(=O)[nH]c1=O (stereo not drawn),.,2%,5%,-8,.,.,-11%,-16,.,3%
Cc1cc(C)n2nc(C(=O)N3CCCC(Nc4ccc(C(C)C)cc4)C3)cc2n1 (stereo not drawn),1,1%,4%,-18,-8,2%,1%,3,5%,12%
COc1cc(/C=C2/C(=O)ON=C2C)ccc1OCc1cccc(F)c1,0,0%,5%,16,4,-24%,-1%,0,-1%,?
CC1(NS(=O)(=O)c2ccc(Cl)s2)CCS(=O)(=O)C1 (stereo not drawn),.,-6%[46.1 µM],10%,53[activator],1,.,3%,0,.,0%
Cc1ccc2nc(-c3cccnc3)cc(C(=O)Nc3ccccc3[N+](=O)[O-])c2c1,0,4%,2%,4,19,-5%,0%,-12,-8%,-2%
Cc1ccccc1N(CC(=O)NC1CCCC1)C(=O)c1csnn1,5,1%,3%,-4,3,1%,-1%,2,3%,1%
COc1ccc(/C=C2\Sc3ccc(C(=O)NCCN4CCCCCC4)cc3N(C)C2=O)cc1,1,-1%,1%,12,-7,90%[activator],12%,13,-4%,-6%
Cc1ccc(C(=O)Nc2ccc3c(c2)OCCO3)o1,-7,2%,.,?,0,17%,-15%,-9,0%,?
CCc1ccc(CN2C(=O)c3ccccc3C2C(=O)NC(C)CC)cc1 (stereo not drawn),2,4%,2%,-18,-2,-2%,8%,-5,5%,1%
CC(C)=C1SC(N2CCN(c3ccc(Cl)cc3)CC2)=NC1=O,3,1%,-1%,7,-12,1%,-11%,-1,-1%,-8%
CC(=O)Nc1ccc(NC(=S)NC(=O)c2ccc([N+](=O)[O-])c(C)c2)cc1,-5,3%[46.1 µM],8%,2,37,-12%,5%,-4,0%,0%
O=C(Cc1ccccc1)N1CCN(c2ccccc2F)CC1,6,.,-3%,8,-11,-10%,-4%,-5,-3%,6%
CNC(=O)NC(=O)CSc1nc2sccc2c(=O)n1-c1ccccc1,-1,0%,0%,24,-4,1%,1%,0,-5%,-10%
CCCCNC(=O)NS(=O)(=O)c1ccc(NC(=O)C(NC(N)=O)C(C)CC)cc1 (stereo not drawn),-1,-3%,18%,-14,-4,9%,0%,-1,-1%,-10%
CCOc1ccc(C(C)(C)C)cc1S(=O)(=O)Nc1ccncc1,0,1%,3%,-1,7,-1%,0%,-16,5%,7%
COc1ccc(CC(NC(C)=O)C(=O)NC2CCN(c3c(Cc4ccccc4)c(C)nc4ncnn34)CC2)cc1OC (stereo not drawn),2,.,-5%,.,4,2%,-2%,.,.,0%
CCCNCCC(c1ccco1)c1ccccc1OC (stereo not drawn),1,-3%,4%,-12,24,-7%,-3%,37,0%,?
COc1ccc(CNC(=O)C2CCN(S(=O)(=O)c3ccc(-c4nn[nH]n4)cc3)CC2)cc1,8,-48%,5%,-3,10,3%,6%,-3,1%,-1%
Cc1ccc(NC(=O)c2cc(S(=O)(=O)N3CCC4(CC3)OCCO4)ccc2F)cc1,-2,8%,0%,1,-3,1%,7%,-6,1%,?
COc1ccc(-c2ccc(=O)n(CC(=O)Nc3cccc(O)c3)n2)cc1OC,-1,8%,?,1,4,-8%,-1%,-1,0%,-11%
N#Cc1nc(Cc2cccc3ccccc23)oc1N1CCC(C(N)=O)CC1,5,4%,-1%,1,-5,9%,-1%,0,0%,-5%
O=C(Oc1cccc(NC(=O)c2ccco2)c1)c1ccc(Br)c(S(=O)(=O)N2CCCCC2)c1,2,.,2%,-4,-21,15%,-5%,0,-3%,?
Cc1ccc(NC(=O)CN(C)CC(=O)Nc2ccc(N3CCOCC3)cc2)c([N+](=O)[O-])c1,4,-1%[46.1 µM],-2%,3,20,4%,7%,0,0%,?
CCCc1c(O)nc(SCC(=O)O)[nH]c1=O,-7,1%,-2%,-24,2,-2%,-3%,.,6%,-10%
O=C(c1cccs1)N1CCN=C1SCc1ccc(F)cc1,0,2%,-3%,-15,-2,20%,0%,11,.,?
CCNC(=S)NS(=O)(=O)c1ccccc1,-2,-1%,-9%,10,-1,-1%,3%,3,-2%,-4%
CCCOc1cc(C)c(S(=O)(=O)NCc2cccs2)cc1C,.,-3%,10%,-11,-7,.,-1%,3,.,-4%
COC(=O)c1c(C(=O)OC)c(-c2ccc(C)cc2)n2c1CS(=O)C2 (stereo not drawn),0,1%,.,-12,-9,1%,5%,-2,1%,?
CC(C)(C)NC(=O)Cn1c(-c2nonc2N)nc2ccccc21,2,-4%,-3%,20,10,2%,-4%,-13,1%,8%
CC(=O)N1CCc2cc(Br)cc(S(=O)(=O)NCc3ccc(Cl)cc3)c21,2,-3%,7%,-1,-5,-3%,-2%,1,6%,0%
CCC(C)Sc1nnc(CSc2nc3nc(C)cc(C)n3n2)o1 (stereo not drawn),1,4%,3%,-1,-7,20%,-4%,6,0%,6%
ClCc1nc2ccccc2c2ccccc12,-2,-2%,2%,14,-23,70%[activator],3%,3,-1%,?
CCCCc1c(O)nc(SCC(=O)N2CCOCC2)[nH]c1=O,-1,-1%,-4%,12,-4,4%,-6%,0,0%,9%
CCOC(=O)c1[nH]c(C)c(C(=O)Nc2ccc(C)c(Cl)c2)c1C,-7,-8%[46.1 µM],-2%,3,-14,-2%,0%,-22,-2%,0%
O=C(C1CCC1)N1CCc2cc(S(=O)(=O)NCc3ccccn3)ccc21,-1,-7%,-1%,5,2,15%,3%,-5,1%,9%
COc1ccc(Cn2c(=O)[nH]c3cc(C(=O)N4CCN(c5ccc(C(C)=O)cc5)CC4)ccc3c2=O)cc1,3,-1%,1%,?,-21,-11%,1%,7,9%,-1%
O=C(CNC(=O)c1ccco1)OCc1ccc(C(=O)Oc2ccccc2)cc1,6,-6%,-10%,-10,-35,3%,2%,8,1%,?
CCOC(=O)c1ccc(NC(=O)CCNS(=O)(=O)c2ccc3c(c2)oc(=O)n3C)cc1,2,-3%,3%,-6,8,9%,3%,4,2%,3%
CCCN(CC(=O)Nc1ccccc1C)C(=O)c1ccc(N2CCCCCC2)c([N+](=O)[O-])c1,0,0%,5%,-16,5,-9%,4%,-2,-3%,5%
Cc1cc(OCCCC(=O)NCCN2C(=O)S/C(=C\c3cccnc3)C2=O)ccc1Cl,-1,-2%[46.1 µM],1%,-12,-24,?,0%,i,0%,5%
C[C@H]1[C@H]2c3nc4ccccc4n3C[C@H]1ON2C1CCCCC1,0,-3%,-2%,?,-1,0%,-3%,-22,.,-6%
CCc1noc(C)c1C(=O)NNC(=O)c1ccccc1Cl,.,-4%,3%,-7,32,.,5%,-2,.,?
COC(=O)c1ccc(C(C(=O)NC2CCCCC2)N(C(=O)Cc2cccs2)C2CC2)cc1 (stereo not drawn),-1,6%,-2%,-8,-25,0%,3%,-5,-3%,0%
CNC(=O)c1ccc(Nc2nnc(-c3ccc(C)c(S(=O)(=O)NCC4CCCO4)c3)c3ccccc23)cc1 (stereo not drawn),0,6%[46.1 µM],6%,3,2,14%,3%,-3,.,?
CC(C)(C)C(=O)Nc1c2c(nn1-c1ccccc1)CSC2,1,-2%,-4%,-7,3,3%,1%,11,7%,7%
CN(C)c1ccc(/C=N/NC(=O)CSc2ccccn2)cc1,0,0%,-2%,19,2,-1%,-1%,5,-1%,-6%
Cc1cc(C(=O)COC(=O)C23CC4CC(CC(O)(C4)C2)C3)c(C)n1-c1c(C)n(C)n(-c2ccccc2)c1=O,1,.,11%,-14,7,7%,-13%,-1,-2%,1%
COc1ccc(-n2c(C)cc(C(=O)CCl)c2C)cc1,0,2%,-2%,2,-4,8%,-1%,-10,-4%,?
CCCCC(c1nnnn1CCOC)N1CCN(CC)CC1 (stereo not drawn),0,1%[46.1 µM],-1%,-10,3,12%,8%,18,-4%,5%
CCOC(=O)C1CCCN(CC(=O)c2c[nH]c3ccc(C)cc23)C1 (stereo not drawn),2,8%,-1%,-5,-7,-14%,2%,-1,0%,?
COc1ccc(Br)cc1CNc1ccc(O)cc1,-63*,0%,0%,-1,5,7%,-5%,4,0%,-1%
